p47phox inh – p47phox/p22phox peptide binding inhibitors, primary screen, biochemical, uHTS, NADPH oxidase regulatory subunit; inhibition, % at 24.7 µM; fluorescence polarization, 2 h; Neutrophil cytosol factor 1 (Homo sapiens), P14598; actives 0.53% (n = 220,000); AID 1274, 2008;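 note: 0% = p47phox with labelled peptide and 100% = labelled peptide alone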
EBV gp42 block – Epstein-Barr virus gp42 inhibitors, primary screen, biochemical, uHTS, fluorescence polarization. Glycoprotein 42 (Epstein-Barr virus (strain AG876)), Q1HVG2. Fluorescence polarization binding assay, mP read-out. inhibition, % (tested at 21.74 µM). actives 0.42% (n = 220,000). AID 1085, 2008; in the data active = inhibition above about 50%
KCC2 mod – KCC2 cotransporter modulators, thallium flux, primary screen, cell-based, HEK293 KCC2, FluoZin-2 fluorescence, MLSMR; Solute carrier family 12 member 5 (Homo sapiens), Q9H2X9; KCC2 cells, thallium flux FluoZin-2 fluorescence; B-score of Tl+ flux slope (higher = more flux/activation; lower = inhibition) at 10 µM; actives 2.2% (n = 190,000); AID 1456, 2008;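 active = thallium flux slope and its plate-corrected score both differing from the plate sample mean at a set confidence after two filtering rounds, in either direction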;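 note: slope of fluorescence scaled to starting intensity during 10 to 20 s after thallium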
KLK5 inh – human KLK5 protease inhibitors, primary screen, biochemical, 1536-well. Kallikrein-5 (Homo sapiens), Q9Y337. recombinant hK5, fluorogenic AMC substrate cleavage. inhibition, % at 5 µM. actives 0.59% (n = 210,000). AID 873, 2007;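 active = inhibition of 40% or more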;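 note: 0% = enzyme controls without compound and 100% = no-enzyme blanks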
Rad51 HR inh – human RAD51 strand exchange inhibitors, primary screen, biochemical, fluorescence; hRad51 DNA strand exchange, fluorescence dequenching; actives 0.085% (n = 200,000); inhibition, % at 10 µM; DNA repair protein RAD51 homolog 1 (Homo sapiens), Q06609;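 active = inhibition above 40% at the single screening dose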;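 note: 0% = DMSO control wells and 100% = blanks with heterologous ssDNA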
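Test system: preformed human Rad51 ssDNA filaments. Compound dosing: single dose, 10 µM final compound. Incubation: filaments 15 min 37 °C, then compound 30 min. Technique: FRET fluorescence dequenching, excitation 485 nm, emission 520 nm. Read-out basis: percent inhibition from fluorescence, normalised to plate control and blank means. Benchmarks: plate controls and plate blanks.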
thrombin 1536 – human alpha-thrombin inhibitors, primary screen, counter-screen for coagulation protease inhibitor project, biochemical, 1536-well, fluorogenic AMC substrate; Boc-VPR-AMC fluorogenic substrate cleavage; inhibition, % at 5 µM; actives 0.26% (n = 220,000); AID 1046, 2008;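 active = inhibition at or above 40%; inactive = inhibition below 40%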;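 note: 0% = enzyme with no compound and 100% = wells without enzyme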
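signal = AMC fluorescence, 355/460 nm | material = human alpha-thrombin enzyme | control set = enzyme without compound as high, wells lacking enzyme as low | times = reaction at room temperature | read-out basis = percent inhibition scaled between no-compound controls and no-enzyme blanks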
eIF4E 4G PPI – eIF4E–eIF4G protein interaction inhibitors, primary screen, biochemical, uHTS, TR-FRET, eIF4GI fragment | inhibition, % at 21.7 µM | TR-FRET eIF4E-eIF4GI(517-606) binding, 2 h | AID 782, 2007 | actives 0.37% (n = 220,000) | Eukaryotic translation initiation factor 4E (Mus musculus) + Eukaryotic translation …;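 note: 0% = full FRET control wells and 100% = background wells lacking eIF4GI fragment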
Target sequence (P63073 whole entry, looked up, the tested form may be a part): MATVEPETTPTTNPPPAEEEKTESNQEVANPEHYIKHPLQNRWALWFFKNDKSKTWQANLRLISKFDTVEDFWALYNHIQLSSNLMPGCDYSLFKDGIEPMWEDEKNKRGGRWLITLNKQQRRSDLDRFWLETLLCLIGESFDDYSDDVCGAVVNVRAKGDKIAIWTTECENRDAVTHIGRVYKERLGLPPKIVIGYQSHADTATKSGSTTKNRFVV
Target sequence (Q04637 whole entry, looked up, the tested form may be a part): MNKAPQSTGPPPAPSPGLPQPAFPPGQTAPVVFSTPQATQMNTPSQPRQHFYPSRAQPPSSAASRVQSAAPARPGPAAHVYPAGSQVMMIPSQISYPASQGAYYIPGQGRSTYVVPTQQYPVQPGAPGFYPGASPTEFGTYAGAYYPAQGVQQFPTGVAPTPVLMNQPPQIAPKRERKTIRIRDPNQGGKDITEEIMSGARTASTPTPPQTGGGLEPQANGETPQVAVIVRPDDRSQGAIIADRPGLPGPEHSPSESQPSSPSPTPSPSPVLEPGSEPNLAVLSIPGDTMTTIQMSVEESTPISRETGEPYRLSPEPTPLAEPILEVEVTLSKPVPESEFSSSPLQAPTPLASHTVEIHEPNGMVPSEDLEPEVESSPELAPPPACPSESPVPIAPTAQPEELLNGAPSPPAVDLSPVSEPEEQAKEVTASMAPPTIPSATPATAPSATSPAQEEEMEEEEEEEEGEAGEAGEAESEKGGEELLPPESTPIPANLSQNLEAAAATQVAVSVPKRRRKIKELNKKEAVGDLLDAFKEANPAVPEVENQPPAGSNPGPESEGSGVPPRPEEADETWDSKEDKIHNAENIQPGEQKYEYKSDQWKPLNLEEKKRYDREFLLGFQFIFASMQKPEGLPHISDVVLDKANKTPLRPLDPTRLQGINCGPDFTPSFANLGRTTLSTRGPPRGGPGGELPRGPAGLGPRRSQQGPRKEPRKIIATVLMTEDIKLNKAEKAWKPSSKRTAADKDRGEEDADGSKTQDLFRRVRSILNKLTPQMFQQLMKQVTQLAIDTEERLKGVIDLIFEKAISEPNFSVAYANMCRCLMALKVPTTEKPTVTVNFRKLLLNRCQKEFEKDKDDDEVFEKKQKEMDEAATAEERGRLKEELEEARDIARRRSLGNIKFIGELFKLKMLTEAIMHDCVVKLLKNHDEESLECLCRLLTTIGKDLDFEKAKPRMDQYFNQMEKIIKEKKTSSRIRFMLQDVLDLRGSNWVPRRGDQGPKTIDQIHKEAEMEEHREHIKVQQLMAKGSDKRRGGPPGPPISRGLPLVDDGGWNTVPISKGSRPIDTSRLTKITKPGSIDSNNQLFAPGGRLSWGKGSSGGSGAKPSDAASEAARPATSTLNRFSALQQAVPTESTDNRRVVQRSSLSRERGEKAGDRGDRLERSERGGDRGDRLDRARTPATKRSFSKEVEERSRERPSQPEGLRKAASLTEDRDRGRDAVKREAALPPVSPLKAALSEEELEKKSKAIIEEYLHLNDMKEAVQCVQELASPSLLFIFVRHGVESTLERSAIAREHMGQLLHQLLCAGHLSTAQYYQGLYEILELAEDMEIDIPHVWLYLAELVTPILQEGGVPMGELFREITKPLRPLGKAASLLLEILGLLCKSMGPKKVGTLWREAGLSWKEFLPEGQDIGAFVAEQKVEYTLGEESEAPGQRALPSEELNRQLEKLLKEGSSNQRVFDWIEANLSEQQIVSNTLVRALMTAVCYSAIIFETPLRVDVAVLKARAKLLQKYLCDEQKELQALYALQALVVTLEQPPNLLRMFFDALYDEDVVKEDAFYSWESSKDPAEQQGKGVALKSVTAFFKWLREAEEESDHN
14-3-3 Bad inh – inhibitors of 14-3-3 zeta/Bad binding, primary screen, biochemical, TR-FRET, bovine 14-3-3 zeta | TR-FRET 14-3-3zeta/Dy647-pBad peptide displacement, 1 h | inhibition, % at 21.7 µM | actives 0.71% (n = 220,000) | AID 781, 2007;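 active = inhibition above about 70%, limit read from the data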;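 note: 0% = full 14-3-3 plus peptide FRET controls and 100% = background without 14-3-3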
Furin inh – human furin inhibitors, primary screen, biochemical, fluorescence intensity; P09958; purified furin, fluorogenic substrate cleavage; inhibition, % at 30 µM; actives 0.061% (n = 220,000); in the data active = inhibition above about 25%; note: inactives centre near -15
* marks the source's active call; other numbers are inactive results; . = no result given; [ ] = dose if it differs, or a comment.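 Rule for the calls, unless noted: active = inhibition above about 30% (limit read from the data); inactive = the rest.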

item	compound	p47phox inh	EBV gp42 block	KCC2 mod	KLK5 inh	Rad51 HR inh	thrombin 1536	eIF4E 4G PPI	14-3-3 Bad inh	Furin inh
1	NC1=C([N+](=O)[O-])C(c2ccccc2)C2=C(CCCC2=O)O1 (stereo unspecified)	-5	-10	-0.5	-11	-26	-2	1	0	-26
2	CC(=O)NCc1ccc(-c2csc(N)n2)s1	-7	-6	.	-21	1	-4	6	-13	-11
3	CN(C(=O)CSC1=NCCS1)c1ccccc1	-7	-15	0.039	-3	-2	-7	2[fluorescence artefact?]	4	-16[20 µM]
4	CN(Cc1ccccc1)c1ncnc2ccc(Br)cc12	-5	-21	-2.8	-3	-6	1	-4[fluorescence artefact?]	5	-24[20 µM]
5	Cn1c(=O)c2c(-c3cccc(F)c3)c3c(nc2n(C)c1=O)-c1ccccc1C3O (stereo unspecified)	3	-4	.	-4	-9	7	-20	-7	-11
6	NC(=O)c1sc2nc3c(c(-c4ccco4)c2c1N)CCCC3	-3	3	-0.36	1	7	-3	-12	-3	-19
7	C=CCn1c(CSc2nc3ccccc3s2)nnc1SCC(=O)NCCN1CCOCC1	-15	-19	-0.32	-21	-3	5	2[fluorescence artefact?]	3	-4[20 µM]
8	CCCN(C(=O)CSc1nnc(-c2ccoc2C)n1N)C1CCS(=O)(=O)C1 (stereo unspecified)	4	-20	.	-9	-6	3	2[fluorescence artefact?]	-3[fluorescence artefact?]	-16
9	COc1ccc(Cl)cc1C(=O)NCCN(C)C	-9	5	-0.44	2	-5	-4	3	3	-8[20 µM]
10	COCCNC(=O)c1cc2c(=O)n(C)c3ccccc3c2n1C	-4	2	.	-7	-1	1	4	1	-27
11	Cn1cc(C(=O)Nc2ccc(F)c(Cl)c2)cn1	-5	7	-0.069	-12	1	-7	-12	-16	-11
12	Nc1nc(Nc2ccc(Cl)cc2Cl)nc(C(F)(F)F)n1	-4	2	-1.4	31	-7	7	.	.	-12[20 µM]
13	CN1CCN(C(=O)C2=C[C@H](c3coc4ccccc4c3=O)C[C@H](OCCCCO)O2)CC1	15	0	0.00082	-3	-3	-3	9	-4	-12
14	CC(=O)c1cccc(CN2CCCC(CCC(=O)NCc3ccccc3F)C2)c1 (stereo unspecified)	-6	-11	0.31	.	-3	-7	0	12	-9
15	CCN1C(=O)c2ccc(C(=O)Nc3nccs3)cc2C1=O	2	-1	-1.2	2	-1	-7	-3	4	-19[20 µM]

item	compound	p47phox inh	EBV gp42 block	KCC2 mod	KLK5 inh	Rad51 HR inh	thrombin 1536	eIF4E 4G PPI	14-3-3 Bad inh	Furin inh
16	CC1CCC(C(C)C)C(OCC(O)CNC(C)c2ccccc2)C1 (stereo unspecified)	4	-1	0.98	-5	-17	-3	0	-11	-10
17	CC(C)(C)n1ncc(Oc2ccccc2[N+](=O)[O-])c(Cl)c1=O	-2	-1	0.32	-9	0	-4	4	-3[fluorescence artefact?]	11
18	O=C(NCc1cccc(Cl)c1)NCc1cccc(Cl)c1	0	-13	-0.64	-13	-19	-10	17[fluorescence artefact?]	9	-15
19	O=C(CN(C(=O)CNC(=O)c1ccco1)c1ccc2c(c1)OCO2)NC1CCCCC1	-11	-7	0.8	5	-3	-1	0	-15	-26
20	COc1ccc(C(=O)NCc2cccnc2)cc1Br	-1	-22	.	1	-2	-3	-9[fluorescence artefact?]	-3[fluorescence artefact?]	-12[20 µM]
21	CCC(O)c1cc2c(cc1NC(=O)c1ccc(C)cc1)OCCO2 (stereo unspecified)	-10	-15	0.051	-6	-2	2	-18[fluorescence artefact?]	6[fluorescence artefact?]	-13[20 µM]
22	COc1ccc(N2C(=O)CCC(C(=O)N3CCCCC3)C2c2ccc(F)cc2)cc1 (stereo unspecified)	-14	-7	1.2	-5	-3	-2	9	9	-17
23	O=C(NNC(=S)Nc1ccc(Cl)cc1)c1ccccc1OC(F)F	-7	-7	5.2*	-77	9	1	2	-21[fluorescence artefact?]	-27
24	CO/N=C/c1c(-c2ccccc2)nn(C)c1Cl	-7	-14	1.5	-2	3	-11	4	-14	-12
25	Cc1ccccc1OCCC(=O)NCCc1ccc(S(N)(=O)=O)cc1	-19	3	2.1	1	.	1	1	1	-15
26	COc1ccccc1CNC(=O)Cn1nnc(-c2ccncc2)n1	-7	-17	1.1	-4	-4	1	-9	-2	-11
27	CN1CCN(C(=O)Nc2ccccc2)CC1	11	-5	0.24	2	.	-2	3	63	-26
28	CCc1cccc(CC)c1NC(=S)N1CCn2cccc2C1c1ccncc1 (stereo unspecified)	4	-7	0.017	-17	-38	-4	0	-3	-5
29	CCOc1ccccc1N1CCN(CC(=O)Nc2cc(C)on2)CC1	-8	-16	-0.44	-1	-1	-7	2	-5	-15
30	C=CCn1c(=N)n(CC(=O)OC)c2ccccc21	-1	-15	-0.012	-16	-5	5	-2	-12	-16

item	compound	p47phox inh	EBV gp42 block	KCC2 mod	KLK5 inh	Rad51 HR inh	thrombin 1536	eIF4E 4G PPI	14-3-3 Bad inh	Furin inh
31	O=S1(=O)c2ccccc2N=NN1Cc1ccc(Cl)cc1	-1	7	.	7	-2	5	4[fluorescence artefact?]	9	-19[20 µM]
32	Cc1cc(NS(=O)(=O)c2ccc(NC(=S)NC(=O)c3ccc(C(C)(C)C)cc3)cc2)no1	-12	-21	.	-6	-28	-3	4	5[fluorescence artefact?]	-25
33	COc1cc2cc(CN(Cc3cccnc3)C(=O)Nc3ccccc3F)c(=O)[nH]c2cc1OC	12	5	-0.57	5	-2	-4	-2	-7	-16
34	CC(C)OC(=O)CNc1n[nH]c(=S)[nH]c1=O	-3	-10	-0.89	4	-3	-7	-5	8	-6
35	CCOCC(=O)Nc1ccc(OCc2ccccc2)cc1	-3	-8	-0.17	-2	0	-5	-3	-5	-16
36	C=CCn1c(Cc2cccs2)nnc1SCC(=O)Nc1ccc(OC)cc1	-13	-7	.	0	-4	-5	2[fluorescence artefact?]	5[fluorescence artefact?]	-15
37	CCOc1ccc(S(=O)(=O)N(C)c2ccc(OCC(=O)NCCc3ccc(OC)cc3)cc2)cc1	-5	-5	0.32	5	.	0	-18	3	-24
38	COc1ccc(S(=O)(=O)N2CCC(CN3C(=O)c4cccc5cccc(c45)C3=O)CC2)cc1	-5	-11	-1.3	-23	2	1	5	-28	-37
39	Cc1ccc(N2CC(C(=O)NCCCn3ccnc3)CC2=O)cc1 (stereo unspecified)	-18	-29	.	-7	5	-6	2	7	-13
40	Cc1ccc(-c2csc(/C(C#N)=C/Nc3ccccc3SC(F)(F)F)n2)cc1	-21	-9	1.6	5	-1	-9	-2	-2[fluorescence artefact?]	0
41	COc1ccccc1NC(=O)CSC1=NCCN1	-5	-2	0.41	-22	.	-8	1	-3[fluorescence artefact?]	-24
42	COc1ccc(S(=O)(=O)Nc2ccc(S(=O)(=O)Nc3ccc(F)cc3)cc2)cc1C	-11	-23	0.71	6	-4	0	6	10	-9[20 µM]
43	O=C(Cc1cccs1)Nc1ccc(S(=O)(=O)Nc2ncccn2)cc1	-33	-15	.	-21	-10	1	10	6	-8
44	CC(NC(=O)CSc1nc2c(c(C(F)(F)F)n1)CCc1ccccc1-2)c1ccccc1 (stereo unspecified)	-17	-13	-0.73	-12	-4	2	4[fluorescence artefact?]	-6	11[20 µM]
45	COc1ccc(/C=C/C(=O)N2c3ccccc3Sc3ccc(C(F)(F)F)cc32)cc1	-9	-12	-0.045	-5	-1	-12	4[fluorescence artefact?]	1	-7

KCC2 mod: what is marked active above.
no.	SMILES	p47phox inh	EBV gp42 block	KCC2 mod	KLK5 inh	eIF4E 4G PPI	14-3-3 Bad inh	Furin inh
23	O=C(NNC(=S)Nc1ccc(Cl)cc1)c1ccccc1OC(F)F	-7	-7	5.2*	-77	2	-21[fluorescence artefact?]	-27

Later entries:
item	compound	p47phox inh	EBV gp42 block	KCC2 mod	KLK5 inh	Rad51 HR inh	thrombin 1536	eIF4E 4G PPI	14-3-3 Bad inh	Furin inh
46	CC(C)(C)C(=O)/C(=C/c1ccncc1)n1cncn1	-5	-19	0.59	3	-5	-4	19	-7	-21
47	CCN(CC)c1ncnc2sc3c(c12)CCC3	-20	-3	-1.4	-4	-3	2	12	-7	-13[20 µM]
48	O=C(Oc1coc(CSc2nnc(NC(=O)C3CC3)s2)cc1=O)c1c(F)cccc1F	-9	3	-1.2	0	0	-4	0	4	-25
49	Nc1cccn2c(-c3ccc(Cl)c(Cl)c3)cnc12	-27	2	0.48	19	-10	-10	0	-24	-15
50	O=C(Nc1nccs1)C(NS(=O)(=O)c1ccc(Br)s1)c1ccccc1 (stereo unspecified)	-6	-8	-0.17	-216	.	1	-6	-3[fluorescence artefact?]	-31[20 µM]
51	O=C(Cc1ccc(-n2c(=O)[nH]c3ccsc3c2=O)cc1)N1CCN(c2ccc(Cl)cc2)CC1	-5	5	0.66	-17	-4	-13	1	-3[fluorescence artefact?]	-6
52	COc1ccc(Cl)cc1C(=O)N/N=C/c1ccc(N2CCOCC2)cc1	-24	-23	0.023	-6	5	0	3	-11	-21
53	COc1ccc(C(=O)Nc2ccc(S(=O)(=O)N3CCCCC3)cc2)cc1OC	-17	-10	-0.2	-2	-5	3	2	11	-22[20 µM]
54	O=C(CN1CCCCCC1)Nc1cccc2c1OCO2	-6	-2	0.4	4	4	4	-1[fluorescence artefact?]	10	-10
55	Cc1cc(NS(=O)(=O)c2ccc(N)cc2)no1	-3	-18	-1.9	-3	0	3	4	3	-11

3 compounds picked at random from the list so far, as already listed:
item	compound	p47phox inh	EBV gp42 block	KCC2 mod	KLK5 inh	Rad51 HR inh	thrombin 1536	eIF4E 4G PPI	14-3-3 Bad inh	Furin inh
46	CC(C)(C)C(=O)/C(=C/c1ccncc1)n1cncn1	-5	-19	0.59	3	-5	-4	19	-7	-21
54	O=C(CN1CCCCCC1)Nc1cccc2c1OCO2	-6	-2	0.4	4	4	4	-1[fluorescence artefact?]	10	-10
51	O=C(Cc1ccc(-n2c(=O)[nH]c3ccsc3c2=O)cc1)N1CCN(c2ccc(Cl)cc2)CC1	-5	5	0.66	-17	-4	-13	1	-3[fluorescence artefact?]	-6
